# Source: PubChem BioAssay
# STEP inh – STEP phosphatase inhibitors, primary screen, biochemical, fluorescence intensity, uHTS. Tyrosine-protein phosphatase non-receptor type 5 (Homo sapiens), P54829. recombinant STEP, OMFP fluorogenic substrate. inhibition, % at 20 µM. hit rate 0.25% among 360,000;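 active = inhibition at 20 µM, scaled per plate between control wells, above about 37%, limit read from the data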;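 also: 0% = DMSO with enzyme and substrate and 100% = substrate only without enzyme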
#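 Assay system: isolated STEP enzyme. Buffer or medium: pH 6.0 Bis-Tris with DTT and Tween 20. Also added: fluorogenic phosphatase substrate OMFP at 25 µM final. Dosing: 20 µM, 1% DMSO. Timing: 20 min reaction, room temperature, in the dark. Measured by: fluorescence intensity, excitation 480 nm, emission 540 nm. Evaluation: normalized % inhibition.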
# LMPTP block – LMPTP phosphatase inhibitors, primary screen, biochemical, fluorescence intensity, uHTS | Low molecular weight phosphotyrosine protein phosphatase (Homo sapiens), P24666 | recombinant LMPTP-A, OMFP fluorogenic substrate | inhibition, % at 20 µM | hit rate 0.22% among 360,000 | AID 651560, 2012;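 active = compounds that cut the enzyme signal by at least half of the control window in the single-dose screen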;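 also: plate controls were DMSO wells with enzyme plus substrate for no effect and substrate without enzyme for full effect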
#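 Assay system: LMPTP-A enzyme. Input: 0.625 nM LMPTP-A final. Probe or stimulus: 400 µM OMFP. Compound dosing: single 20 µM dose. Schedule: 50 min dark incubation at room temperature. Detection: fluorescence intensity of OMFP turnover product. Read-out: percent inhibition versus substrate-only and uninhibited controls. Benchmarks: no-enzyme low control, uninhibited high control.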
# DNMT1 inh – human DNMT1 methyltransferase inhibitors, primary screen, biochemical, molecular beacon, fluorescence, HinP1I cleavage, uHTS; DNA (cytosine-5)-methyltransferase 1 (Homo sapiens), P26358; inhibition (reported as % activation of signal), % at 10 µM; hit rate 0.83% among 360,000; AID 588458, 2011; in the data active = inhibition above about 50%
# NadD inh – inhibitors of S. aureus NadD, primary screen, biochemical, colorimetric, uHTS; Nicotinate-nucleotide adenylyltransferase NadD (Staphylococcus aureus N315); inhibition, % at 20 µM; hit rate 0.78% among 360,000; purified NadD enzyme, colorimetric absorbance read-out; in the data active = inhibition above about 26%; also: some compounds past the cut are filed as inactive
# CSN inh – inhibitors of CSN-mediated cullin deneddylation, primary screen, biochemical, fluorescence polarization, uHTS; hit rate 0.38% among 360,000; inhibition, % at 12.5 µM; COP9 signalosome complex subunit 5 (Homo sapiens), Q92905; Purified CSN, SCF-Nedd8-OG deneddylation;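 active = pattern-corrected inhibition above about 35%, with an unprinted fluorescence ratio check between 0.5 and 1.5, limit read from the data, passing the limit was not always enough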;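 also: 0% = enzyme with substrate and 100% = substrate without enzyme; some results filed as inactive read as strong as hits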
#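 Assay system: purified human Csn5 enzyme expressed in HEK293T cells; measure: % inhibition; also added: SCFSkp2-Nedd8OG substrate at 10 nM final; technique: fluorescence polarization; times: reaction 90 min, room temperature; medium: Tris buffer pH 7.5, NaCl, DTT, Tween-20, trehalose, ovalbumin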
# Rpn11 block – Rpn11 (PSMD14) deubiquitinase inhibitors, primary screen, biochemical, fluorescence polarization, uHTS; human 26S proteasome, Ub4-pepOG fluorescence polarization; 20S core pre-blocked with epoxomicin; 26S proteasome non-ATPase regulatory subunit 14 (Homo sapiens), O00487; calls only at 20 µM; hit rate 0.59% among 360,000;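 active = inhibition at 20 µM, scaled to each plate's controls, above about 33%, limit read from the data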
# Rin1-Abl PPI inh – inhibitors of Rin1-Abl protein binding, primary screen, biochemical, TR-FRET; inhibition, % at 7.35 µM; hit rate 0.4% among 360,000; in the data active = inhibition above about 5%, passing the limit was not always enough
# Neddylation inh – inhibitors of cullin neddylation, primary screen, biochemical, TR-FRET, uHTS, NAE and Ubc12; calls only at 25 µM; hit rate 0.58% among 360,000; NEDD8-conjugating enzyme Ubc12 (Homo sapiens) + NEDD8-activating enzyme E1 regulatory …; AID 651699, 2012; in the data active = inhibition above about 36%
# SUMO1-SIM PPI – modulators of SUMO1 protein-protein interactions, primary screen, biochemical, uHTS; Small ubiquitin-related modifier 1 (Homo sapiens), P63165; SUMO1 binding to a labelled peptide, TR-FRET, 1 h; inhibition, % at 20 µM; hit rate 0.33% among 360,000; in the data active = inhibition above about 37%
# Scp1 inh – Scp-1 phosphatase inhibitors, primary screen, biochemical, colorimetric, uHTS; Recombinant Scp1, phosphopeptide, malachite green phosphate absorbance; inhibition, % at 20 µM; Carboxy-terminal domain RNA polymerase II polypeptide A small phosphatase 1 (Homo …; AID 493091, 2011; hit rate 0.88% among 340,000;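 active = inhibition above about 50% at 20 µM, limit read from the data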;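 also: plate controls were DMSO wells with enzyme for no effect and wells lacking enzyme for full effect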
#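 assay system = SCP-1 phosphatase catalytic domain, residues 76-261 | buffer or medium = 50 mM Tris acetate pH 5.5, 0.005% Tween-20, 10 mM MgCl2 | incubation = enzyme reaction 45 min at room temperature, colour 5 min, stabilisation 30 min | signal = Phosphate-binding colour reagent, absorbance read at 630 nm | measure = % inhibition at 20 µM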
# * marks the source's active call; other numbers are inactive results; i = inactive; . = not tested or not shown; + = active, no number.
SMILES,STEP inh,LMPTP block,DNMT1 inh,NadD inh,CSN inh,Rpn11 block,Rin1-Abl PPI inh,Neddylation inh,SUMO1-SIM PPI,Scp1 inh
O=C(O)c1ccc(COc2c(F)c(F)cc(F)c2F)o1,4,-0.9,26,5,3,i,-2,i,2,34
Cc1cc(S(=O)(=O)Nc2ccc(C(=O)NCC(c3ccco3)N(C)C)cc2)ccc1F (stereo not drawn),-3,-0.6,3,-7,-3,i,1,i,-2,-3
Cc1ccc(CO/N=C/c2c(O)cc(C)oc2=O)cc1,1,-0.6,2,-3,4,i,2,i,-2,-3
CC(=O)c1ccccc1Oc1cc(NN2CCCCC2)c([N+](=O)[O-])cc1[N+](=O)[O-],13,3.5,30,-2,-4,i,-2,i,-17,35
O=C(CCn1c(=O)oc2ccccc21)N(Cc1ccccc1)c1ccccc1,2,-0.7,1,-9,5,i,0,i,0,-12
COc1ccc(C(=O)Nc2ccc(CN3CCCCC3)cc2)cc1,3,-0.6,-1,0,-2,i,-3,i,5,-12
N#CCCN(C(=O)COC(=O)CCc1ccccc1)c1ccccc1,-1,-0.1,-4,4,6,i,-1,i,-1,-10
O=[N+]([O-])c1ccc2c(c1)nc1n2CCN(CC2CCCO2)C1 (stereo not drawn),-3,-0.2,-4,-4,-10,i,2,i,-14,-7
O=C(c1ccc(NC2=NC3CS(=O)(=O)CC3S2)cc1)N1CCN(Cc2ccccc2)CC1 (stereo not drawn),-5,-0.4,6,1,0,i,4,i,3,10
C=CCN1C(=O)/C(=C2/Sc3ccc(OC)cc3N2C)SC1=Nc1ccccc1,4,-0.2,7,1,3,i,2,i,-3,-14
O=C(O)c1ccccc1C(=O)NC1Cc2ccccc2C1,-1,-1.2,1,-3,6,i,1,i,-2,-6
COCCCNC(=O)N1c2ccccc2Sc2ccccc21,0,-2.5,0,-5,1,i,3,i,0,-3
O=C(COC(=O)c1cc(Cl)nc(Cl)c1)NCCc1ccc(F)cc1,-2,0.1,4,-4,4,i,3,i,9,-6
COc1ccc(C2(c3ccc(OC)cc3)NC(=O)N(CC(=O)Nc3ccccc3C(F)(F)F)C2=O)cc1,-2,0.1,-2,0,1,i,0,i,4,-9
CSc1ccc(CCNC(=O)CCc2nnc3ccc(NCCCN4CCCC4=O)nn23)cc1,1,0.3,-4,-6,0,i,3,i,-4,-4
CC(C(=O)NC(=O)NC1CCCCC1)N(C)CC(=O)Nc1ccc(F)c(F)c1F (stereo not drawn),-2,0.5,2,-6,3,i,1,i,4,-9
CCOc1ccc(/C=C2\SC(=S)NC2=O)cc1OC,1,-0.9,1,0,-5,i,4,i,-3,-7
O=C(c1cccs1)N1CCc2ccccc21,-2,-1.5,7,-8,-7,i,1,i,-1,-8
CCOc1ccc(Cc2nc(C)c(CC(=O)N3CCOCC3)c(=O)[nH]2)cc1,2,-2.0,1,5,-1,i,4,i,0,-3
O=C1NC(=Nc2ccc(O)cc2)S/C1=C\C=C\c1ccco1,1,5.1,15,14,48*,i,0,i,4,-5
O=C(NCCCCNCCCNC(=O)c1ccccc1)c1ccccc1,0,-5.7,-2,1,-2,i,0,i,-3,7
O=C(CCNS(=O)(=O)c1ccccc1F)OCc1ccccc1Cl,-4,0.8,-1,-5,-4,i,2,i,6,-8
O=C(CSc1n[nH]c(-c2ccccc2F)n1)Nc1cc(F)ccc1F,-1,0.2,-2,4,2,i,1,i,7,-5
COc1ccc(CCN2C(=O)CCC2(C)c2nnnn2Cc2ccccc2)cc1OC (stereo not drawn),.,-1.1,.,-3,-5,.,.,i,4,.
O=C(CNc1cc([N+](=O)[O-])ccc1NCCO)Nc1cccc(S(=O)(=O)N2CCCCC2)c1,0,2.0,-8,3,-3,i,-9,i,-37,0
CCCCOC(=O)C1CCCC(C(=O)OCCCC)N1 (stereo not drawn),-3,-3.1,3,-4,2,i,-2,i,0,-15
S=C(Cc1ccc(Cl)cc1)N1CCOCC1,0,-0.6,-2,-2,-11,i,4,i,-3,-1
CCCC(=O)N1CCC1(C)C(=O)NS(=O)(=O)c1cc(C)ccc1F (stereo not drawn),1,-0.7,0,0,-6,i,0,i,-5,.
O=C(NC(CO)C(O)c1ccc([N+](=O)[O-])cc1)C(Cl)Cl (stereo not drawn),0,-1.0,-1,-2,-1,i,-2,i,-13,-6
FC(F)(F)c1ccc(Cl)c(-n2c(-c3cc(C4CC4)[nH]n3)n[nH]c2=S)c1,1,0.7,-3,8,4,i,-2,i,17,-9
CC1(Oc2ccc3ccccc3c2)CCN(Cc2ccc(OC(F)(F)F)cc2)C1 (stereo not drawn),2,4.8,13,0,-2,i,-2,i,0,.
O=C(Nc1ccc(-c2csc(Nc3ccccc3)n2)cc1)c1cccc(C(F)(F)F)c1,-1,3.8,-21,15,2,i,2,i,1,6
CCOc1ccc(C2c3c(oc4cc(C)c(C)cc4c3=O)C(=O)N2CCCN2CCOCC2)cc1 (stereo not drawn),-1,-1.4,-2,7,-1,i,-1,i,-6,-16
Cn1nc(CC(=O)NC2CCCCCCCCCCC2)c2ccccc2c1=O,2,0.3,69*,14,1,i,-4,i,-5,7
COc1cc(/C=C/C(=O)N2CCN(Cc3ccccc3)CC2)cc(OC)c1OC,0,0.5,-1,7,2,i,2,i,-4,2
COc1ccc(/C(C)=N/NC(=O)CNC(=O)/C=C\c2ccccc2)c(OC)c1,3,-0.1,3,-2,2,i,4,i,-2,-9
CN(C)c1ccc(C(C(=O)NCC2CCCO2)N(C(=O)c2snc(C(N)=O)c2N)c2ccc3c(c2)OCO3)cc1 (stereo not drawn),6,-0.8,-2,8,6,i,0,i,-6,-7
Nc1cc(Cl)ccc1Oc1ccc2ccccc2c1,-12,2.4,-6,10,1,i,-2,i,0,6
CCCNC(=O)Nc1nc(C(N)c2ccc(OC)cc2)cs1 (stereo not drawn),6,-0.7,2,4,-1,i,-6,i,-1,.
Cc1cc(C)c(NC(=O)CSc2nc(COc3ccccc3)nc3ccccc23)c(C)c1,1,0.3,70*,5,5,i,-1,i,-4,-4

# Whole records, quoted from the list.
# O=C(NCCCCNCCCNC(=O)c1ccccc1)c1ccccc1 is listed with STEP inh = 0; LMPTP block = -5.7; DNMT1 inh = -2; NadD inh = 1; CSN inh = -2; Rpn11 block = i; Rin1-Abl PPI inh = 0; Neddylation inh = i; SUMO1-SIM PPI = -3; Scp1 inh = 7
# O=C(CCn1c(=O)oc2ccccc21)N(Cc1ccccc1)c1ccccc1 is listed with STEP inh = 2; LMPTP block = -0.7; DNMT1 inh = 1; NadD inh = -9; CSN inh = 5; Rpn11 block = i; Rin1-Abl PPI inh = 0; Neddylation inh = i; SUMO1-SIM PPI = 0; Scp1 inh = -12

# (further entries)
SMILES,STEP inh,LMPTP block,DNMT1 inh,NadD inh,CSN inh,Rpn11 block,Rin1-Abl PPI inh,Neddylation inh,SUMO1-SIM PPI,Scp1 inh
CC(C)(C)n1nnnc1SCC(=O)Nc1nn(-c2ccccc2)nc1C(N)=O,-4,-0.7,1,1,-4,i,4,+,-3,-7
O=C(CSc1nc(-c2ccccc2)cs1)N1CCN(C(=O)c2ccco2)CC1,-2,2.6,-2,1,1,i,2,i,3,5
CC1(C)Cc2c(cnn2-c2ccccc2)C(=O)/C1=N\NC(=O)c1ccccc1O,3,0.7,-2,-3,-6,i,2,i,-14,-15
CCCCN=C1NN=C(c2ccc(C)c(C)c2)CS1,2,-1.1,-7,7,-7,i,1,i,-2,1
CCc1ccc(N2C(=O)CC(N3CCN(Cc4ccc5c(c4)OCO5)CC3)C2=O)cc1 (stereo not drawn),-2,-0.7,15,-3,-3,i,1,i,2,-6
CCOC(=O)c1cnc2c(-c3ccccc3)cnn2c1C,-2,0.3,-2,-5,2,i,1,i,-7,-9
COc1ccc(NC(=O)CSc2ccc3c(c2)OCCO3)cc1,0,0.8,-5,-6,-4,i,1,i,-8,-12
CN1CCC(N(C)C(=O)c2ccc(Cl)c(S(=O)(=O)N3CCCCC3)c2)CC1,-1,0.0,1,-2,-1,i,3,i,-4,-2
CCOc1c2ccc(C(=O)NCc3ccc4c(c3)OCO4)cc2nn1CCOC,1,-2.0,14,-1,3,i,1,.,-9,-3
COc1ccc(CC(=O)OCC(=O)NCc2ccc(F)cc2)cc1,0,1.0,-6,0,4,i,8,i,0,2
COc1cccc2cc(C(=O)NCc3ccco3)c(=Nc3ccc(C(=O)O)cc3)oc12,0,0.4,-4,-4,0,i,1,i,-17,56*
CCCCCCC(=O)Oc1cccc(N2C(=O)C3CCCCC3C2=O)c1 (stereo not drawn),-1,1.0,0,-6,-3,i,-1,i,1,-11
Cc1ccccc1NS(=O)(=O)c1cc(S(C)(=O)=O)ccc1C,2,-2.5,4,-1,-13,i,1,i,1,-3
Cc1cccc(C(=O)N2CCN(Cc3nc4sc5c(c4c(=O)[nH]3)CCCC5)CC2)c1,-1,0.5,-2,-7,3,i,1,i,-2,-5
COc1ccc(NC(=O)CC2SC(N3CCOCC3)=NC2=O)cc1OC (stereo not drawn),11,-0.5,2,4,-5,i,-1,i,3,-1
O=C(N1CCc2[nH]c3ccccc3c2C1)C(F)(F)F,-2,0.5,-10,-2,7,i,0,i,-3,-4
CCNS(=O)(=O)c1ccc(NC(=O)CC(C)c2ccccc2)cc1 (stereo not drawn),2,2.3,2,-1,-9,i,6,i,4,5
CCOC(=O)c1c(NC(=O)COC(=O)CC(NC(C)=O)c2ccccc2)sc(C(=O)NC)c1C (stereo not drawn),0,-0.2,0,-2,2,i,6,i,1,-6
Cc1nc2ccccc2c2oc(C(=O)NCC3CCCO3)cc12 (stereo not drawn),0,0.4,7,5,2,i,1,i,0,-4
